AI-2 QS mod = Vibrio harveyi AI-2 quorum sensing modulators, primary screen, JMH597 strain, luminescence/OD600 ratio; Vibrio harveyi JMH597 AI-2 luminescence/OD600 ratio, 9 h; hits give low values; strain lacks LuxN and CqsS sensors; 0 = neutral-control median; activity change, % at 7.5 µM; 0.4% of 300,000 active; in the data active = activity change below about -75%, passing the limit was not always enough;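 note: luminescence divided by OD600 gain over 9 h not by final OD600 alone; inactives centre near 13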
HSF1 activator = HSF-1 activators, primary screen, NIH3T3-HGL cells, MG132 stress, luminescence, single point; NIH3T3-HGL HSF-1 luciferase reporter, 8 h; 100% = twice DMSO control signal; activation, % at 9 µM; 1.7% of 300,000 active; AID 504408, 2011;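 active = mean replicate activation of at least 50% with a set share of replicates each reaching 50%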;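 note: 0% = median of the neutral control wells and 100% = twice that signal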
GSK3A inh = blockers of GSK3A enzyme activity – biochemical, luminescence, cell-free homogeneous, HTS, primary screen | GSK-3 alpha kinase, ADP-Glo luminescence, 60 min | inhibition, % at 10 µM | 0.1% of 320,000 active;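 in the data active = inhibition above about 50%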;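 note: GST-tagged GSK-3 alpha with peptide substrate and 25 µM ATP; 0% = DMSO neutral wells and 100% = GW8510 positive control wells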
HSP90 inh = HSP90 inhibitors, primary screen, cell lysate, luminescence | 0.91% of 290,000 active | Rabbit reticulocyte lysate, luciferase refolding luminescence, 3 h | inhibition, % at 5.6 µM | AID 1789, 2009;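 active = inhibition above the screen-wide mean plus 3 SD, computed separately per campaign, cut at about 16% in these data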;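 note: 0% = DMSO wells and 100% = 60 µM geldanamycin wells; inhibitors lower the luminescence because luciferase stays unfolded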
PolyA inh = polyadenylation inhibitors in yeast reporter cells, primary screen, luminescence, S. cerevisiae. 0.02% of 300,000 active. AID 1875, 2009. calls only at 12 µM. S. cerevisiae SKY197-pL101 polyadenylation reporter, beta-gal luminescence; efflux-impaired pdr1/pdr3 knockout yeast; score 100 = 6 SD above DMSO;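 active = lowest replicate activity score at least 50, where 100 means six control SD above control mean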;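 note: yeast exposed to compound for 9 h at 30 °C; higher score means more reporter readthrough which indicates perturbed polyadenylation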
Platelet DG rel = inhibitors of platelet dense granule secretion, primary screen, cell-based, MLPCN, human platelets. AID 1663, 2009. 0.22% of 300,000 active. human platelet-rich plasma, SFLLRN dense granule ATP release, luminescence. inhibition, %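 (compounds screened at 7.5 µM in platelet-rich plasma)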;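 active = mean replicate score, as percent of positive control, at or above 50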
HDAC3 inhib = HDAC3 deacetylase inhibitors, primary screen, biochemical, fluorescence, cell-free homogeneous; AID 2718, 2010; Histone deacetylase 3 (Homo sapiens), O15379; inhibition, % at 8.3 µM; recombinant HDAC3, fluorogenic peptide/trypsin coupled; 0.15% of 320,000 active; in the data active = inhibition above about 26%, passing the limit was not always enough
Target sequence (O15379 whole entry, looked up): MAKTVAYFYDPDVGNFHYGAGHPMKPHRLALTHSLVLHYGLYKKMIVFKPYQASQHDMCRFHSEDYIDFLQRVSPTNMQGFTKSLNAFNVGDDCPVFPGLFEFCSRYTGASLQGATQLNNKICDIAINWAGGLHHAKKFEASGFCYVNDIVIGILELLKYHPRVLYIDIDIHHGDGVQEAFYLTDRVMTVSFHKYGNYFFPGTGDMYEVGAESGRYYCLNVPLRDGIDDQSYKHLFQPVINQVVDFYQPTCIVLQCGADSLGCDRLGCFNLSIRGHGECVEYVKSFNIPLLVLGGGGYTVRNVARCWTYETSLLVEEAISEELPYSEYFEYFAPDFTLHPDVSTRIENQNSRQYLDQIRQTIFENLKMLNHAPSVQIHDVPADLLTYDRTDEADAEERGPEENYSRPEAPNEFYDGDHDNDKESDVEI
GSK3beta inhib = human GSK3beta kinase inhibitors, primary screen, biochemical, cell-free homogeneous, HTS. Glycogen synthase kinase-3 beta (Homo sapiens), P49841. GST-GSK3beta kinase, ADP-Glo luminescence, 60 min; hits give low values. 0.038% of 300,000 active. activity score (negative = inhibition), % at 10 µM;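 active = more than half of replicate wells score below -50%, meaning over 50% inhibition versus plate controls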;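 note: 0% = median DMSO wells and -100% = median GW8510 positive control wells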
Target sequence (P49841 whole entry, looked up): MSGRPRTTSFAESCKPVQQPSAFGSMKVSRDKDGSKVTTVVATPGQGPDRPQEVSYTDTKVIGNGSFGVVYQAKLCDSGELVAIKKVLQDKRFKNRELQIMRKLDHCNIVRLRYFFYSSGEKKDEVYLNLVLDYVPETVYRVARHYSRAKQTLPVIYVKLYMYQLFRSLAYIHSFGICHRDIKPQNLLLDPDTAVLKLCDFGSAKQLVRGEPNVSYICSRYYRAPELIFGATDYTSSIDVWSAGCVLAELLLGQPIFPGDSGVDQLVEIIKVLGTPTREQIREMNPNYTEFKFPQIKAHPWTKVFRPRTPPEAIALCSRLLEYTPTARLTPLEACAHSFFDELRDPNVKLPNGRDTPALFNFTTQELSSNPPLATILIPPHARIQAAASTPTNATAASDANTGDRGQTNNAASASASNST
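Test system: GST-tagged human GSK3beta kinase, cell-free; evaluation: activity score scaled between in-plate DMSO and GW8510 controls; measured by: ADP-Glo luminescence; incubation: 60 min reaction, RT; benchmarks: DMSO and 20 µM GW8510; reagent: peptide substrate plus 25 µM ATP (final); medium: Tris/MgCl2 kinase buffer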
HSF1 inh = HSF1 inhibitors in luciferase reporter cells, primary screen, cell-based, NIH3T3, luminescence; NIH3T3-HGL HSE-luciferase, MG132-induced, luminescence 8 h; hits give low values; activity change, negative = inhibition, % at 7.5 µM (by protocol); 0.77% of 300,000 active; AID 2098, 2009;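 active = more than half of replicate wells show activity change below -50%, luminescence cut by over half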;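 note: luciferase reports HSF-1 transcriptional activity via heat shock element; 0% = median of DMSO wells and -100% = zero luminescence signal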
Dyrk1A ADPGlo = rat Dyrk1A kinase inhibitors, primary screen, biochemical, single point, plate reader. Dual specificity tyrosine-phosphorylation-regulated kinase 1A (Rattus norvegicus), Q63470. AID 504441, 2011. ADP-Glo luminescence, NFATc1 peptide. inhibition, % at 12.5 µM. 0.43% of 310,000 active; in the data active = inhibition above about 50%;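 note: plate controls were vehicle with enzyme for no effect and no enzyme for full effect; many of its hits are not listed in these tables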
Active calls of the source: *; i = inactive; . = no result given. Not all compounds are listed; rates above refer to the full screens.

PolyA inh	HSF1 inh	HDAC3 inhib	HSP90 inh	HSF1 activator	GSK3A inh	GSK3beta inhib	Platelet DG rel	Dyrk1A ADPGlo	AI-2 QS mod	Compound
i	-1	17	.	1	0	-3	0	4	25	COc1ccc(CNC(=O)C2(CC3CC(c4ccccc4)=NO3)CCN(C(=O)c3cccc(O)c3)CC2)cc1 (centres undefined)
i	17	7	.	25	-3	2	-8	9	18	N#CCC(=O)Nc1ccc(C(=O)OCC(=O)c2ccc3c(c2)OCO3)cc1
i	-5	-2	-6	-8	-3	0	12	.	15	CCCCCN(C(=O)CCC(=O)OCC(=O)NCc1ccc(OC)cc1)c1c(N)n(CCCC)c(=O)[nH]c1=O
i	.	-1	2	.	0	2	-6	11	18	COc1cccc(NC(=O)N2CCN(C(=O)C(Cc3ccc(OC)c(OC)c3)NC(C)=O)CC2)c1 (centres undefined)
i	-11	7	-3	-1	1	-1	-4	5	17	CCc1nc(N)c(C#N)c(-c2ccncc2)c1C
i	1	8	1	-7	-2	2	-2	-1	24	CNC(=S)NNC(=O)c1sccc1C
i	7	-4	-4	23	-3	1	-12	-11	23	CC(=O)Nc1ccc(S(=O)(=O)N2CCC(NC(C)=O)(c3cccc(F)c3)CC2)cc1
i	-3	-7	0	16	2	1	11	3	16	COC(=O)c1ccc(CN2C(=O)NC3(CCC(C)CC3)C2=O)o1 (centres undefined)
i	-1	-10	-2	9	3	-1	11	4	7	COc1ccc(C2=Nn3c(nnc3-c3ccco3)SC2)cc1OC
i	-1	6	0	26	-1	0	13	6	14	COc1ccc(-c2nc(-c3ccccc3)nc(N3CCN(C)CC3)c2C#N)cc1
i	-5	-7	4	-15	0	3	5	3	18	COC(=O)C1=C(C)NC(=O)/C1=C\c1ccco1
i	-5	-3	-2	-7	-2	6	-1	-4	22	CCN(C(=O)Cc1c(C(=O)O)n(CC)c2ccccc12)c1cccc(C(F)(F)F)c1
i	4	0	-5	21	-2	3	24	2	13	c1ccc(CN=C2NN=C(c3cc4ccccc4o3)CS2)cc1
i	12	7	-4	22	-2	2	-1	1	8	Cc1ccc(C2=NN3C(C(=O)c4ccccc4)Oc4ccccc4C3C2)cc1 (centres undefined)
i	6	-12	-4	23	1	1	7	5	8	CC(C)CC(=O)Nc1nnc(S(=O)(=O)N2CCc3ccccc32)s1
i	1	2	-2	6	.	-5	4	1	4	COC(=O)N=Nc1c(O)[nH]c2ccc(Br)cc12
i	10	0	1	17	-7	4	3	-4	6	Cc1ccc2cc(S(=O)(=O)NCCC(=O)O)ccc2c1
i	0	2	-3	1	28	4	0	16	8	CC(C)COC(=O)N1CCCC1C(=O)Nc1nccs1 (centres undefined)
i	-11	3	1	-12	-1	1	1	-4	15	CCC(=O)Nc1c(C)nn(C(=O)CC)c1C
i	-1	0	-1	-9	0	0	5	-5	-1	Cc1noc(NC(=O)c2cccc(C(F)(F)F)c2)c1Cl
i	-39	4	-2	-40	1	2	-1	0	-1	Cc1ccc(NNC(=S)Nc2ccc(C(C)C)cc2)c(C)c1
i	-1	0	-3	-3	0	6	6	-5	11	COc1ccc(N2CCN(c3ccc([N+](=O)[O-])nc3)CC2)cc1
i	-6	-1	-1	-13	-1	-2	-1	-1	14	Cc1ccc(NC(=O)COC(=O)CNC(=O)c2ccc(Br)cc2)c(C)c1
i	-2	8	-1	9	-3	3	1	.	8	CCCOc1nc2c(c(=O)n(C)c(=O)n2C)n1Cc1cccc2ccccc12
i	8	1	-5	18	-3	0	8	1	23	CCCCCOc1ccc(C2C(C(=O)c3ccc(C)o3)=C(O)C(=O)N2c2cc(C)on2)cc1 (centres undefined)
i	-9	8	5	-2	0	1	0	12	4	Cc1cccc(NC(=S)NC(C)CCc2ccccc2)c1 (centres undefined)
i	-2	3	-5	2	-3	2	5	6	34	CCCN(CCC)CCCNC(=S)Nc1ccc2nc3n(c(=O)c2c1)CCCCC3
i	-34	-2	3	-43	-1	2	8	0	35	CCOc1ccc(C(=O)CCc2nc3ccccc3s2)cc1
i	8	-7	-2	13	3	-1	-2	44	4	CCCCN(C)Cc1cc(=O)oc2ccc3ccccc3c12
i	-7	0	2	-15	-2	1	1	16	9	CCc1ccc(S(=O)(=O)NCc2csc(-c3cccnc3)n2)s1
i	9	-2	-2	7	0	3	17	6	24	O=C(NC(=S)Nc1cccc(NC(=O)c2ccc(Cl)cc2Cl)c1)c1cccs1
i	-5	-1	2	-3	-2	1	-9	-3	30	CCOc1ccc2[nH]c(=O)c(C(c3nnnn3CCOC)N3CCOCC3)cc2c1 (centres undefined)
i	-3	3	-1	5	-2	1	-1	.	20	O=C(/C(=C(/[O-])c1ccccc1)[n+]1ccccc1)c1ccc([N+](=O)[O-])cc1
i	3	4	1	18	-3	3	-2	-9	3	Cc1ccc2ccc(S(=O)(=O)n3nc(C)cc3C)cc2c1
i	-27	-1	-1	-43	-2	0	0	-3	38	COc1cccc(C2=NOC(C(=O)Nc3cc(C)nn3-c3ccccc3)C2)c1OC (centres undefined)
i	-1	1	-2	0	0	3	16	4	8	Cc1nn(-c2ccccc2)c(N)c1Sc1ccc([N+](=O)[O-])cc1
i	32	5	7	62*	-2	-3	3	10	4	Cc1c(C(=O)NCCc2ccccc2)oc2ccccc12
i	-6	7	-5	-15	-2	-2	25	1	1	COc1cc(C(c2sc3nc(C)nn3c2O)N2CC(C)OC(C)C2)cc(OC)c1OC (centres undefined)
i	0	-4	-4	4	-3	2	7	-4	3	COc1ccccc1OCC(=O)Nc1cc2c(cc1C(=O)O)OCCCO2
i	4	15	-5	15	-1	1	2	.	17	COc1ccc(-c2c(-c3ccc(OC)c(C)c3O)n[nH]c2C)cc1

Reformatted with values under each structure: 12 of the compounds above
Every second line gives: PolyA inh	HSF1 inh	HDAC3 inhib	HSP90 inh	HSF1 activator	GSK3A inh	GSK3beta inhib	Platelet DG rel	Dyrk1A ADPGlo	AI-2 QS mod
Cc1cccc(NC(=S)NC(C)CCc2ccccc2)c1 (centres undefined)
→ i	-9	8	5	-2	0	1	0	12	4
CCCN(CCC)CCCNC(=S)Nc1ccc2nc3n(c(=O)c2c1)CCCCC3
→ i	-2	3	-5	2	-3	2	5	6	34
CCOc1ccc(C(=O)CCc2nc3ccccc3s2)cc1
→ i	-34	-2	3	-43	-1	2	8	0	35
CCCCN(C)Cc1cc(=O)oc2ccc3ccccc3c12
→ i	8	-7	-2	13	3	-1	-2	44	4
CCc1ccc(S(=O)(=O)NCc2csc(-c3cccnc3)n2)s1
→ i	-7	0	2	-15	-2	1	1	16	9
O=C(NC(=S)Nc1cccc(NC(=O)c2ccc(Cl)cc2Cl)c1)c1cccs1
→ i	9	-2	-2	7	0	3	17	6	24
CCOc1ccc2[nH]c(=O)c(C(c3nnnn3CCOC)N3CCOCC3)cc2c1 (centres undefined)
→ i	-5	-1	2	-3	-2	1	-9	-3	30
O=C(/C(=C(/[O-])c1ccccc1)[n+]1ccccc1)c1ccc([N+](=O)[O-])cc1
→ i	-3	3	-1	5	-2	1	-1	.	20
Cc1ccc2ccc(S(=O)(=O)n3nc(C)cc3C)cc2c1
→ i	3	4	1	18	-3	3	-2	-9	3
COc1cccc(C2=NOC(C(=O)Nc3cc(C)nn3-c3ccccc3)C2)c1OC (centres undefined)
→ i	-27	-1	-1	-43	-2	0	0	-3	38
Cc1nn(-c2ccccc2)c(N)c1Sc1ccc([N+](=O)[O-])cc1
→ i	-1	1	-2	0	0	3	16	4	8
Cc1c(C(=O)NCCc2ccccc2)oc2ccccc12
→ i	32	5	7	62*	-2	-3	3	10	4

Continued:
PolyA inh	HSF1 inh	HDAC3 inhib	HSP90 inh	HSF1 activator	GSK3A inh	GSK3beta inhib	Platelet DG rel	Dyrk1A ADPGlo	AI-2 QS mod	Compound
i	2	4	-2	5	-1	1	-4	1	6	CCOc1ccc(NC(=O)C/C(C)=N/NC(=O)Cc2ccc(Cl)cc2)cc1
i	-7	0	-3	-22	-1	-2	-3	3	11	O=C(CCCc1nc(-c2ccc(Cl)cc2)no1)Nc1cccnc1
i	10	3	1	32	-2	-19	3	10	7	CC(C)(C)OC(=O)N/N=C/c1c[nH]c2ccccc12
i	5	-2	-2	20	1	-1	7	2	-55	COc1ccc(CC(=O)O/N=C(\N)c2cccc([N+](=O)[O-])c2)cc1
i	-3	-5	-2	18	-5	-1	2	13	5	Cc1cc(C)nc(Nc2ccccc2Cl)n1
i	20	-4	8	17	-1	4	13	2	-40	CC(C)Cc1cc(C(=O)Nc2cccnc2)no1
i	-9	13	-3	2	.	-5	-4	10	11	Cc1ccc(C(C)C)c(OCCN2CCc3ccccc3C2)c1
i	-5	-5	-1	-11	-2	2	25	1	16	COCCCNCCCCOc1ccc(C)cc1[N+](=O)[O-]
